Screens: PubChem BioAssay, several laboratories
hiPSC survival: hiPSC single-cell survival enhancement; ATPlite luminescence; 100% = ROCK inhibitor wells, 0% = DMSO; survival enhancement, % at 20 µM; 0.044% of 360,000 active; AID 602274; in the data active = survival enhancement above about 18%;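 note: cells exposed to compounds for 16 hours before the ATP read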
ABCB6 inh MLPCN: human ABCB6 transporter inhibition; fluorescence ratio to DMSO, % at 10 µM; AID 602162; 0.19% of 360,000 active; Q9NP58; K562-ABCB6 porphyrin accumulation, flow cytometry, 1 h; hits give low values;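 active = fluorescence ratio to DMSO below 75%, the collection mean minus 3 SD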;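 note: signal is porphyrin accumulated inside mitochondria; 100% equals median channel fluorescence of DMSO control wells; lower ratio means ABCB6 inhibition with less porphyrin fluorescence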
CaV13 FRET inh: Disruptors of the CACNA1D IQ motif to Ca2+-dependent inactivation inhibitor domain association, primary screening, Förster resonance energy transfer in intact living … | 0.098% of 340,000 active | HEK cells, CFP/YFP FRET ICDI-IQ, plate reader, 10 min; percent FRET-ratio fall versus neutral wells | inhibition, % at 12.3 µM;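 active = mean replicate inhibition of at least 30% and at least 1% of replicates passing that level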;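 note: 0% = median of the neutral control wells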
N-glyco inh: blocks N-linked glycosylation in D54 reporter cells; 0.23% of 360,000 active; D54 ERlucT glycosylation luciferase reporter, 24 h; percent of 100 nM tunicamycin response; reporter increase, % at 12.5 µM;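 active = mean luciferase reporter signal, scaled so untreated is 0 and the glycosylation-blocking control 100, at or above a set limit in every replicate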;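 note: luciferase carries N-glycosylation sites so blocking glycosylation raises the light; 0% = median of neutral control wells and 100% = median of 100 nM tunicamycin wells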
PDI inh: PDI (human) enzyme inhibition; P07237; PDI insulin aggregation turbidity, A650, 90 min; inhibition, % at 10 µM; 0.052% of 350,000 active; AID 588391;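 active = mean inhibition across replicates of 30% or more, whatever share of single replicates reach that level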;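 note: absorbance from insulin aggregation driven by PDI reduction with DTT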
Target sequence (P07237 whole entry, looked up): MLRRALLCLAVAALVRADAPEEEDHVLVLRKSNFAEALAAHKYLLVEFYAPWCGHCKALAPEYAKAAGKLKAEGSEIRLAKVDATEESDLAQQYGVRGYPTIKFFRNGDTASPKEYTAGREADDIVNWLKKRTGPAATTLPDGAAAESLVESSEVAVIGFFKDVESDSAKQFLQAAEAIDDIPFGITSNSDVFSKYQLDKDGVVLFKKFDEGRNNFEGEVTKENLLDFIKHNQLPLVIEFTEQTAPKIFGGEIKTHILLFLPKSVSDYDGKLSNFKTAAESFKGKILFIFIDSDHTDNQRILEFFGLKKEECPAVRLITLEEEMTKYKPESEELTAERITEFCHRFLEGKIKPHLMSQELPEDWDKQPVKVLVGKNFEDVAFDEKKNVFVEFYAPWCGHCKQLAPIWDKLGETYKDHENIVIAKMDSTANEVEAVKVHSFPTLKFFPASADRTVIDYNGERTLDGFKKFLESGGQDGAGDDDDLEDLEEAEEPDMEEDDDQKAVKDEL
Vif inh: blocks HIV Vif function; HEK293T cells, Vif self-association by quenched fluorescence, imaging, 24 h; inhibition, % at 7.49 µM; 0.35% of 340,000 active; AID 602346; in the data active = inhibition above about 50%, passing the limit was not always enough; note: some results filed as inactive read as strong as hits
H9c2 protect: protects H9c2 cardiomyocytes from peroxide injury; protection from H2O2 cell death, % at 20 µM; 0.63% of 360,000 active; H2O2 injury protection, ATPLite, 2 h; AID 588492;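 active = compounds giving at least 50% protection of heart cells from peroxide-induced death in the single-dose screen, raw or plate-pattern-corrected value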;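 note: 0% = DMSO wells with peroxide and 100% = DMSO wells without peroxide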
Granule exo inh: blocks lytic granule exocytosis; TALL-104 LAMP-1 surface exposure, flow cytometry; cells stimulated with thapsigargin and PMA; inhibition, % at 10 µM; 0.66% of 360,000 active;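 active = inhibition above about 55%, limit read from the data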
aDG glyco up: alpha-DG glycosylation activation. Pro5-aDG cells, alpha-DG glycosylation AlphaScreen (IIH6); 0% Pro5, 100% B10-LARGE cell signal. activation, % at 10 µM. 0.22% of 360,000 active. AID 624168;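 active = activation of at least 8% versus controls, or a plate z-score of at least 8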;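 note: Pro5 are CHO cells carrying HIG-tagged alpha-DG that lacks glycosylation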
HTR2A ag: agonists of mouse serotonin 5-HT2A receptor (HTR2A). P35363. CHO-K1 mHTR2A beta-arrestin complementation, luminescence; percent of 30 µM serotonin response. activation, % at 7.6 µM. 0.66% of 360,000 active;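 active = activation above a run cutoff, the mean activation of all tested compounds plus 3 SD, cut at about 14% in these data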;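 note: 0% = plate median of compound wells and 100% = 30 µM serotonin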
Target sequence (P35363 whole entry, looked up): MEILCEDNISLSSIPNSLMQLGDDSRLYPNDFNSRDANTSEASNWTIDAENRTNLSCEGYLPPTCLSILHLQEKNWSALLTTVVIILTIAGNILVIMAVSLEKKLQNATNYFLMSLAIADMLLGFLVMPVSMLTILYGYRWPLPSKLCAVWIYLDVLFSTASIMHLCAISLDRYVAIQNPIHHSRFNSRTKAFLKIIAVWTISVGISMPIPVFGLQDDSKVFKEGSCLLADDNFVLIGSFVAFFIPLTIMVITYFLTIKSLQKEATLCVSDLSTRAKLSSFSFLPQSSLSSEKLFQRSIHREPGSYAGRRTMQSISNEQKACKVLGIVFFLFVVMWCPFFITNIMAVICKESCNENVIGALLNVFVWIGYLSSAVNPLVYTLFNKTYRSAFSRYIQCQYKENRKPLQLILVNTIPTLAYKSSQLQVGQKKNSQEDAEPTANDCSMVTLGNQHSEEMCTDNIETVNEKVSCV
Numbers without * were called inactive; . = not tested or not shown.

SMILES	hiPSC survival	ABCB6 inh MLPCN	CaV13 FRET inh	N-glyco inh	PDI inh	Vif inh	H9c2 protect	Granule exo inh	aDG glyco up	HTR2A ag
COC(=O)c1cccc(NC(=S)N2CCCCC2)c1	-0.4	89	-5	1	-4	23	1	4	0.0	3
Cc1ccc(-n2c3c(cc(C(=O)O)c2=O)C(=O)CC(C)(C)C3)cc1	-0.1	86	-4	2	6	5	-6	1	0.3	4
O=C(CN1CCN(c2ccccc2)CC1)N1CCc2ccccc21	-0.6	96	-3	3	2	0	16	4	0.1	-8
O=S(=O)(NCCN1CCN(S(=O)(=O)c2ccccc2F)CC1)c1ccccc1F	-1.2	100	-5	-3	8	-3	-3	-1	1.0	-6
O=C(Nc1ccn(CCCNCc2ccccc2)c(=O)n1)OCc1ccccc1	2.8	100	-5	-4	20	.	7	1	-0.1	3
C[C@@H]1CCC(=O)N(C[C@@H](C)CC#N)CC1	-0.1	103	1	0	0	1	4	2	0.4	-3
COCc1ccc(C(=O)N2CCCC(N3CCN(c4ccc(F)cc4)CC3)C2)o1 (stereo not given)	-0.1	103	2	-3	9	-6	15	0	0.3	-9
N#CC(C(=O)c1ccccc1)=C1SCCS1	-0.8	95	-5	-1	-4	-5	1	-2	0.0	-5
CCn1c(NC(C)=O)c(-c2ccccc2Cl)c(=O)c2ccccc21	-0.1	107	-5	1	1	-14	3	0	-0.1	-3
Fc1ccccc1N1CCN(Cc2cc(-c3ccccc3)on2)CC1	0.2	96	-5	0	1	.	-8	-2	-0.1	-6
Cn1cccc1CNC(=O)Nc1ccc(Cl)cc1	0.4	114	.	0	-3	2	-5	-4	-0.1	1
O=C(Nc1cccc(-c2cnc3ccccc3n2)c1)C1CC(=O)N(c2ccccc2)C1 (stereo not given)	-0.2	87	.	-2	2	-4	33	5	0.0	2
COc1cc(NC(=O)c2ccccc2)c(OC)cc1NC(=O)CSc1[nH]c(=O)cc(C)c1C#N	-0.5	99	-7	12	-12	36	28	-5	-0.2	1
O=C(NCCC1CCCCN1S(=O)(=O)c1ccccc1)C(=O)NCc1ccncc1 (stereo not given)	-0.3	95	-6	-2	4	-4	2	-2	0.1	-5
COc1ccc(CCN(C)C2CCCN(S(=O)(=O)C(C)C)C2)cc1OC (stereo not given)	0.1	97	-4	3	9	5	0	-1	0.0	3
Cc1ccc(NC(=O)C2=CC(c3ccc(C)cc3)=NS(=O)(=O)N2C)cc1	-0.6	101	-6	2	.	-1	-19	2	-0.3	-4
O=C(COC(=O)COc1cccc(F)c1)Nc1nc2ccccc2s1	0.1	102	-2	-1	2	-2	-2	-6	-0.3	-2
O=C(Nc1ccccc1)Nc1nnc(Cc2ccccc2F)s1	0.9	94	-20	1	1	-4	-14	-2	0.1	-1
CC(=O)Nc1ccc(NS(=O)(=O)c2cc(-c3n[nH]c(=O)c4ccccc34)ccc2C)cc1	-0.5	95	0	2	-2	1	56*	-3	0.2	2
COc1ccc(OC)c(C(=O)CN2CCN(S(=O)(=O)c3ccc(Br)cc3)CC2)c1	1.6	98	-2	-1	24	10	-1	3	-0.2	2
CCOc1ccccc1N(C)C(=O)CCS(=O)(=O)c1ccc2c(c1)NC(=O)C(C)S2 (stereo not given)	0.3	105	-2	-3	5	19	-2	2	0.2	3
O=C(NNC(=O)c1ccccc1F)c1cccs1	-0.8	104	-4	1	3	10	-5	0	-0.1	-4
Cc1cccc(NC(=S)NCCC(C)C)c1	-1.3	97	-9	2	3	-3	-2	1	-0.1	-2
COc1cccc(CNC(=O)CCC2CCCN(c3cc(C)nc(N(C)C)n3)C2)c1 (stereo not given)	0.2	99	-7	1	-3	8	9	2	0.3	-3
Cc1c(NC(=O)C(C)OC(=O)COc2ccccc2)c(=O)n(-c2ccccc2)n1C (stereo not given)	-0.6	97	-7	0	6	-5	-1	2	-0.2	4
Cn1nnnc1SCC(=O)N1CCN(Cc2ccccc2)CC1	-2.0	100	-7	-1	-3	.	1	-1	0.1	3
Cc1ccc(NC(=O)CSCc2cc(=O)n3nc(C4CC4)sc3n2)cc1	0.1	96	-3	1	-5	14	0	4	-0.2	2
CCOC(=O)N1CCC(NC(=O)CCN2C(=O)C3C4C=CC(C4)C3C2=O)CC1 (stereo not given)	-6.0	92	-1	0	1	14	-2	0	-0.1	-4
O=C(CCc1nnc(-c2ccccc2)o1)c1ccc(Cl)cc1	-0.8	97	3	0	-4	-4	-12	0	0.0	-1
COc1ccccc1-n1nnnc1SCC(=O)NCC1(N2CCOCC2)CCCCC1	0.7	96	-5	2	4	-5	8	0	-0.1	-5
CP(=O)(Nc1cc(Cl)ccc1Cl)c1nc2c(s1)CCCC2 (stereo not given)	0.6	95	-1	0	7	-5	-17	-3	-0.1	4
CCCCn1c(N)c(N(CCC(C)C)C(=O)C2CC(=O)N(Cc3ccc(C)cc3)C2)c(=O)[nH]c1=O (stereo not given)	-0.5	97	-3	0	5	-12	-2	-1	-0.1	11
O=C(N/C(=C/c1cccs1)C(=O)N1CCCCCC1)c1ccccc1	-2.6	92	-5	-2	1	-3	0	0	0.0	5
OCCOCCn1c(C(CO)Nc2nc(-c3ccc(Cl)cc3)cs2)nc2ccccc21 (stereo not given)	-1.7	96	-11	6	6	.	-2	5	0.6	0
CC(=O)OC(C)[C@H]1CC[C@H]2[C@@H]3CC[C@H]4C[C@@H](OC(C)=O)CC[C@]4(C)C3=CC[C@]12C (stereo not given in full)	3.6	95	-10	3	12	6	-12	1	-0.4	0
CCC1NC(=O)c2cccnc2-n2c1nc1ccc(C)cc1c2=O (stereo not given)	4.1	99	-5	0	1	0	-4	-6	0.1	-2
O=C1NN(c2cccc(Br)c2)C(=O)/C1=C\c1ccc(O)cc1	-0.6	98	-17	2	26	-3	1	2	-0.1	2
CCOC(=O)c1c(C)nsc1NC(=O)c1ccco1	-0.6	95	-3	-1	9	0	0	5	-0.1	-4
COc1cccc(CNc2nc3cc(-c4cnn(Cc5ccccc5)c4)sc3c(=O)n2C)c1	-2.2	86	-5	-2	-2	-7	-9	-4	0.8	-2
O=C(O)C1CSC(c2ccccc2)N1C(=O)c1ccco1 (stereo not given)	1.7	88	.	3	-2	-6	1	8	0.2	3
O=C(O)COc1cccc2ccccc12	6.3	100	-4	1	7	-1	-3	-1	-0.1	6
CCOC(=O)CSc1nc(N)c(C#N)c(-c2ccc(OC)cc2)c1C#N	0.9	94	.	-2	8	11	-9	2	-0.5	-4
COc1cc(CNc2ccc(N3CCCC3)cc2)ccc1OCc1ccccc1	-1.8	119	-18	-3	-8	7	-18	-3	-0.5	0
Cc1ccc(S(=O)(=O)N2CCN(C(=O)c3cc(C4CC4)nn3-c3ccccc3)CC2)cc1	-1.0	88	-11	-9	2	.	-9	4	0.0	-8
CCn1c(=O)c(C(=O)NCc2ccccc2)c(O)c2ccccc21	-0.1	98	-5	0	-5	-3	14	1	-0.1	3
COC(=O)Cc1[nH]n(-c2nc3ccccc3s2)c(=O)c1C(C)=Nc1ccc(Cl)cc1	-0.1	97	-4	-2	8	10	-8	-3	1.1	2
CCC(C)NC(=O)C1CCCN(S(=O)(=O)c2ccc(-n3cnnn3)cc2)C1 (stereo not given)	-4.8	105	-5	1	4	1	6	0	-0.3	2
c1ccc(-c2nnc(CSc3ccc4c(c3)OCCO4)o2)cc1	-0.7	98	-3	1	0	6	-11	0	0.0	-3
Cc1cccc(-n2cc3c(=O)n(C)c(=O)n(C)c3c2)c1	0.2	99	-6	6	11	2	1	0	1.4	-5
CCN(c1ccc2c(c1)OCO2)S(=O)(=O)c1cc2c(cc1Br)CCN2C(=O)C1CC1	3.7	106	-10	-2	-6	-14	5	4	0.2	0

4 structures from above, ordered by molecular weight, ascending.
SMILES	hiPSC survival	ABCB6 inh MLPCN	CaV13 FRET inh	N-glyco inh	PDI inh	Vif inh	H9c2 protect	Granule exo inh	aDG glyco up	HTR2A ag
Cc1cccc(-n2cc3c(=O)n(C)c(=O)n(C)c3c2)c1	0.2	99	-6	6	11	2	1	0	1.4	-5
c1ccc(-c2nnc(CSc3ccc4c(c3)OCCO4)o2)cc1	-0.7	98	-3	1	0	6	-11	0	0.0	-3
CCOC(=O)CSc1nc(N)c(C#N)c(-c2ccc(OC)cc2)c1C#N	0.9	94	.	-2	8	11	-9	2	-0.5	-4
CCC(C)NC(=O)C1CCCN(S(=O)(=O)c2ccc(-n3cnnn3)cc2)C1 (stereo not given)	-4.8	105	-5	1	4	1	6	0	-0.3	2

(further entries)
SMILES	hiPSC survival	ABCB6 inh MLPCN	CaV13 FRET inh	N-glyco inh	PDI inh	Vif inh	H9c2 protect	Granule exo inh	aDG glyco up	HTR2A ag
CCc1ccccc1NC(=O)C1CC(c2ccc(OC)cc2)=NO1 (stereo not given)	-0.8	101	-19	-1	2	-3	-1	-4	0.3	-7
O=C(O)c1cccc2cccc(-c3c4ccc(=O)c(O)c-4oc4c(O)c(O)ccc34)c12	-0.6	103	-16	-2	25	3	-6	13	-0.1	7
Cc1c(Cl)cccc1NC(=O)CNC(=O)Cc1c[nH]c2ccccc12	-0.2	99	-7	1	-4	1	-4	4	0.4	8
COC(=O)[C@H]1C[C@@]2(O)CN(S(=O)(=O)c3ccc(C)cc3)C[C@@]2(OC(=O)NCc2ccccc2F)C[C@H]1C(=O)OC	-1.1	96	-4	1	-3	6	-2	6	0.8	19*
COc1cccc(/C=N/NC(=O)Cn2nc([N+](=O)[O-])cc2C)c1	0.0	96	-4	0	4	6	1	5	0.0	1
Cc1ccc(N(Cc2ccccc2)C(=O)CN2C(=O)NC3(CCCC3)C2=O)cc1	-0.3	101	-10	-4	3	.	9	1	0.7	8
CCN1CCN(CCCNC(=O)c2ccc(NC(=O)C3=CSCCO3)cc2)CC1	-0.5	105	-6	-1	2	20	-7	-1	0.0	-3
CCOc1ccc(CN(C(=O)c2oc3ccccc3c2C)C2CCS(=O)(=O)C2)cc1 (stereo not given)	0.3	102	-5	3	13	.	-3	-3	0.2	1
CCCCCC(=O)N1CCN(CCN=CC2=C(O)CC(c3ccco3)CC2=O)CC1 (stereo not given)	3.8	101	-5	1	1	4	1	-1	-0.1	-1
Cc1nn(C)c(Cl)c1NC(=O)OCc1ccc(Cl)cc1Cl	1.6	97	-6	-3	8	-4	-18	0	3.4	0
CN(Cc1ccccc1)C1=CC(=[N+]2CCCC2)CC(C)(C)C1	0.2	98	-4	0	4	-5	-21	5	0.2	2
O=C(COC(=O)c1cc[n+]([O-])cc1)Nc1ccc([N+](=O)[O-])cc1	0.5	99	10	1	-6	-2	-8	1	-0.1	-5
CN(C)CCCn1c(N)c(C#N)c2nc3ccccc3nc21	-0.8	114	-4	12	-18	.	10	-1	1.7	1
C=CCn1cc(/C=C2\SC(N3CCOCC3)=NC2=O)c2ccccc21	-0.4	103	-4	4	-11	2	8	-5	0.3	-6
O=C(C1CCCN(Cc2ccccc2C(F)(F)F)C1)N1CCCCC1 (stereo not given)	-3.1	91	-2	1	-5	.	4	-2	0.0	-6
NS(=O)(=O)c1ccc(NC(=O)COC(=O)c2cc([N+](=O)[O-])ccc2Cl)cc1	-0.6	99	-12	-2	-3	3	6	-7	0.0	-2
Cc1cc(C)n2ncc(C(=O)Nc3ccc(Cl)c(Cl)c3)c2n1	-1.2	99	1	-1	-1	28	2	0	0.0	3
O=C1C2C3C=CC(CC3)C2C(=O)N1c1cccc(C(F)(F)F)c1 (stereo not given)	0.6	101	-20	1	-2	22	-1	-3	-0.1	1
